# Bioassay records (PubChem BioAssay)
# ARNT TACC3 PPI: disrupts binding between human ARNT and TACC3; AID 623870; inhibition, % at 9.99 µM; AlphaScreen His-ARNT PAS-B/GST-TACC3 binding, luminescence; TACC3 fragment carries E629A point mutation; Q9Y6A5; actives 0.66% (n = 390,000);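 active = mean inhibition of replicates at least 50% and at least half of replicates each reaching 50%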;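 note: 0% = complete ARNT plus TACC3 wells and 100% = ARNT alone without TACC3; many hits fall short of the cut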
# Active calls of the source: *. The list is partial; rates above refer to the full screens.
ARNT TACC3 PPI	SMILES
-10	Cc1ccccc1-c1cc(C(=O)Nc2sc(C)c(C)c2C(N)=O)c2ccccc2n1
-4	Cc1ccc(OCC(=O)N(c2ccccn2)C2CCCCC2)c(C)c1
-1	CC1CCc2cc(F)ccc2N1C(=O)CCl (centres undefined)
7	Cc1nc2ccccn2c1C(=O)N/N=C/c1ccc(CNC(=O)C(=O)Nc2ccccc2)o1
-3	N#C/C(=C\c1cn(CCOc2ccccc2)c2ccccc12)C(=O)NCc1ccco1
-2	CCN(CC)S(=O)(=O)c1cccc(-c2n[nH]c(=S)n2/N=C/c2ccc(Br)cc2)c1
-1	Nc1cc(C(=O)O)c(Oc2ccc(Cl)cc2Cl)cc1C(=O)O
5	Cc1cc(C(=O)NC2=NCCS2)cs1
2	CCCCNC(=O)CN(c1cc(C(F)(F)F)ccc1Cl)S(C)(=O)=O
-7	Cc1cccc(C(C)C)c1NC(=O)COC(=O)COc1ccc2c(C)cc(=O)oc2c1
-11	COc1ccc(C(=O)N2CCc3cc(OC)c(OC)cc3C2c2cccc([N+](=O)[O-])c2)cc1OC (centres undefined)
1	CSc1nnc(C)c(=O)n1COC(=O)c1ccc(S(=O)(=O)N2CCOCC2)cc1
-5	O=C(COC(=O)CSc1ccc2ccccc2c1)NCc1ccc2c(c1)OCO2
-5	CSc1cccc(NC(=O)Nc2ccc(Cl)cc2)c1
-6	O=S(=O)(c1ccc2nc(-c3ccccc3)[nH]c2c1)N1CCN(c2cccc(Cl)c2)CC1

# Reformatted: entries from further up.
> CC1CCc2cc(F)ccc2N1C(=O)CCl (centres undefined)
  ARNT TACC3 PPI: -1

> Cc1cc(C(=O)NC2=NCCS2)cs1
  ARNT TACC3 PPI: 5

# Continued:
ARNT TACC3 PPI	SMILES
-21	COc1ccc(/C(O)=C2/C(=O)C(=O)N(CCCN(C)C)C2c2cccc(Cl)c2)cc1OC (centres undefined)
-16	O=C(CSc1nnc(-c2ccc(Cl)cc2)n1Cc1ccco1)c1cccs1
24	Cc1c(Nc2scc(-c3ccccc3)[n+]2-c2ccccc2)c(=O)n(-c2ccccc2)n1C
7	O=C(c1ccc(Cl)c(S(=O)(=O)N2CCCCCC2)c1)N1CCN(c2ccccn2)CC1
-9	COc1ccc(C(=O)Nc2ccc(Cl)cc2C(=O)N2CCCC(C)C2)cc1OC (centres undefined)
-18	COP(=O)(OC)c1nc(-c2ccccc2)oc1NCc1ccccc1
-34	CC(C)(C)NC(=O)NC(=O)CSc1nnc2ccccn12
10	COc1ccc(N2CCN(C(=O)C3(C)CC3(Cl)Cl)CC2)cc1 (centres undefined)
20	NNC(=O)CSCc1ccc(Cl)cc1Cl
-1	CCN(CC)C(=O)N1c2ccccc2CC(N(CC)CC)c2ccccc21 (centres undefined)
-7	CCOC(=O)c1nnn(-c2nonc2N)c1C
-21	Cc1cc(N2CCCCC2)n2ncc(-c3ccccc3)c2n1
2	CCn1cc([N+](=O)[O-])c(C(=O)N2N=C(c3ccccc3)CC2c2ccc([N+](=O)[O-])cc2)n1 (centres undefined)
-10	Cc1ccc(CSCC(=O)NN=C2CCN(C)CC2)cc1
-10	Cc1ccc(C2NC(=O)c3ccccc3N2)s1 (centres undefined)

# The listing continues.
ARNT TACC3 PPI	SMILES
6	CCOc1ccccc1N(CC(=O)NC(C)(C)C)C(=O)Cn1nnc(-c2ccc(C)o2)n1
-7	O=C(NC1CCCCC1)C12CC3CC(C1)CC(n1cncn1)(C3)C2
-4	CCN(CC)c1nc2c(s1)C(=O)NCCC2
1	COc1cccc(-c2cc(C(=O)Nc3ccccc3SC)no2)c1
-1	COc1cc(/C=C/C(=O)Nc2nc3ccc(S(=O)(=O)NC(C)C)cc3s2)cc(OC)c1OC
-1	CCCC1S/C(=N/N=C/c2ccco2)NC1=O (centres undefined)
-3	COc1ccc2c(Cl)c(C(=O)NCCCn3ccnc3)sc2c1Cl
31	CCCC(=O)NC(=S)NNC(=O)c1ccc([N+](=O)[O-])cc1
-1	COc1ccc(CC2(C)OC(c3ccc(Cl)cc3)=NN2C(C)=O)cc1 (centres undefined)
-2	CCOC(=O)c1sc(NC(=O)CNC(=O)Cn2cnc3sc(C)c(C)c3c2=O)nc1C
-1	O=C(N[C@@H](Cc1c[nH]c2ccccc12)C(=O)NC1CC1)c1ccccc1Cl
-1	O=C(/C=C/c1ccc(Br)cc1)NC(=S)Nc1ccc(S(=O)(=O)Nc2nccs2)cc1
-13	COCCCN1CCc2[nH]c(=S)[nH]c(=O)c2C1
-6	Cn1cc(C(=O)NC2C3CC4CC(C3)CC2C4)cn1 (centres undefined)
-3	CC(=O)/C(=N\Nc1ccc(C)cc1)Sc1nncn1C

# (list continues)
ARNT TACC3 PPI	SMILES
-3	O=C(c1cccs1)N(Cc1cc2ccccc2[nH]c1=O)c1ccccc1
5	C=CCN1C(=O)/C(=C/c2ccc(O)c(OC)c2)S/C1=N/c1nccs1
-1	O=C(COC(=O)c1cccs1)Nc1ccc(S(=O)(=O)N2CCOCC2)cc1
-4	O=C(CSc1nnc(-c2cccnc2)n1Cc1ccco1)c1ccccc1
-3	O=C(Nc1ccc2oc(=O)ccc2c1)c1ccc(-c2ccc(Cl)cc2)o1
-22	CC/C(=N\NC(=S)Nc1ccc(OC)cc1)c1ccc(OC(F)F)cc1
11	Cc1cc(O)c(/C=N/Nc2ccc(Cl)cc2)c(=O)o1
0	Cc1ccc(/C=N/NC(=O)CSc2nc3ccccc3c(=O)n2-c2ccccc2C)s1
-7	O=C(CNC(=O)c1ccc(-c2ccccc2)cc1)OCc1c(Cl)cccc1Cl
20	Cc1ccc(N)c2c1OCCC2=O
74*	Cc1cc(C)c(S(=O)(=O)/N=C2/C=C(SCC(=O)O)C(=O)c3ccccc32)cc1C
-1	Cc1ccc2[nH]c(C(=O)O)c(NC(=O)c3ccccc3[N+](=O)[O-])c2c1
-12	Cc1cc(NC(=O)CSc2nc3ccccc3s2)no1
-3	O=[N+]([O-])c1cc(Cl)ccc1-c1nc(-c2ccccc2)no1
7	COc1ccc(NC(=O)Cn2nc(C(F)(F)F)c3c2CCCC3)cc1OC

# Ordered by value in ARNT TACC3 PPI (smallest number first): 3 of the compounds above.
Structure,ARNT TACC3 PPI
O=C(Nc1ccc2oc(=O)ccc2c1)c1ccc(-c2ccc(Cl)cc2)o1,-3
Cc1cc(O)c(/C=N/Nc2ccc(Cl)cc2)c(=O)o1,11
Cc1ccc(N)c2c1OCCC2=O,20

# New compounds follow
ARNT TACC3 PPI	SMILES
-3	O=C(NCCc1ccccc1)C1CCN(C(=O)NCc2ccccc2)CC1
-10	O=C1C(C=NCc2cccnc2)=C(O)c2ccccc21
0	Cc1ccc(C(C(=O)Nc2ccc3c(c2)OCO3)N(C)C(=O)Cc2c[nH]c3ccccc23)cc1 (centres undefined)
-5	CCC(C(=O)O)N1C(=O)c2ccccc2C1=O (centres undefined)
-2	COc1ccc(NC(=O)C2CCC(C(C)(C)C)CC2)cc1S(=O)(=O)N1CCCCC1 (centres undefined)
-17	CCCCCCCC(=O)N/N=C/c1ccco1
-3	CN(C)c1nc(NCc2ccccc2)nc(N/N=C/c2ccc(Cl)cc2Cl)n1
-1	COc1cc(-c2nc3c[n+](CC(=O)c4ccccc4)ccc3n2C)cc(OC)c1OC
10	COc1cc(CNC2CCCC2)cc(Cl)c1OCc1ccc(F)cc1
-3	CCN(CC(=O)Nc1ccc2c(c1)OCCO2)Cc1cc(=O)oc2cc(C)c(C)cc12
-29	CC(C)C(=O)N1CCN(c2ccc(NC(=O)c3ccc4c(c3)OCCO4)cc2Cl)CC1
3	CCOc1ccc2oc(-c3ccccc3)c(C(=O)N3CCN(CCO)CC3)c2c1
5	Cc1ccc(NC(=O)c2ccc(NCCCN3CCOCC3)c([N+](=O)[O-])c2)cc1Cl
-9	COc1ccc(NS(=O)(=O)c2cc(N/C(=N\S(=O)(=O)c3ccccc3)c3ccc(F)cc3)ccc2Cl)cc1
-1	Cc1cc(-n2c(SCC(=O)NCc3cccs3)nc3n[nH]c(C)c3c2=N)ccc1Cl

# (listing goes on)
ARNT TACC3 PPI	SMILES
-7	CCOC(=O)c1c(C)[nH]c(C(=O)COC(=O)c2ccc(N3CCCC3=O)cc2)c1C
-6	CC(C)CC(=O)NC(=S)NCc1ccccc1
0	C[n+]1ccn(CC(=O)c2ccc(Cl)cc2)c1
30	COCCN(C(=O)CSc1nnc(C)n1Cc1ccccc1)c1c(N)n(Cc2ccccc2)c(=O)[nH]c1=O
20	O=C(CSc1nnc(-c2ccccc2)c(-c2ccccc2)n1)Nc1ncc(Cl)cc1Cl
-3	Cc1ccccc1NC(=O)C(C)c1cccc(C(=O)c2ccccc2)c1 (centres undefined)
1	COC(=O)c1[nH]c2cc(OC)ccc2c1NC(=O)c1ccc2c(c1)OCO2
-5	NCCCN1CCOCC1
-4	O=C(CSc1ccc(Cl)cc1)c1ccco1
-1	Cc1ccc(C(=O)Nc2ccccc2-c2ccccc2)cc1S(=O)(=O)Nc1cccc(C)c1C
28	COc1ccc(/C(O)=C2/C(=O)C(=O)N(CCN(C)C)C2c2ccc(OC)c(OC)c2)c(C)c1 (centres undefined)
-20	O=C(C(c1ccccc1)N1CCOCC1)N1CCOCC1 (centres undefined)
-3	Nc1nc2ccccc2n1C(=O)c1ccco1
-22	CCCCCCOc1ccc(NC(=O)CC2C(=O)N(CC)C(=S)N2Cc2ccco2)cc1 (centres undefined)
-1	CCn1c(COc2cc(C)cc(C)c2)nnc1SCC(=O)N1CCN(c2ccccc2)CC1

# Next section
ARNT TACC3 PPI	SMILES
-15	COc1ccc(NC(=O)c2cc(SC)ccc2Cl)cc1
0	COc1cc(C(=O)NNC2=CC(=O)CC(C)(C)C2)cc(OC)c1OC
-6	CCn1c(-c2csc3c2CCCC3)n[nH]c1=S
6	Cc1nc2cccc(C)n2c(=O)c1Cl
-7	CCn1nnnc1-c1ccc(OC)c(S(=O)(=O)NCc2ccccc2)c1
-1	Cc1nc(SCC(=O)Nc2ccnc3ccccc23)n[nH]1
7	NC(=O)Cn1c(=O)n(Cc2ccco2)c(=O)c2c3c(sc21)CCCCC3
-5	COC(=O)C(C(=O)OC)C(C[N+](=O)[O-])c1ccc(OC)cc1 (centres undefined)
5	CN1CCN(/N=C/c2ccc(Cl)c(Cl)c2)CC1
-4	N=C1S/C(=C\c2cn[nH]c2-c2ccc(F)cc2)C(=O)N1c1ccccc1F
-7	CCOc1cc(-c2c(C#N)c(N)nc3c2CCc2ccccc2-3)ccc1O
-2	Cc1cc(C)cc(Oc2nc(C(F)(F)F)nc3ccccc23)c1
2	CN(C(=O)CSc1nc2cc([N+](=O)[O-])ccc2n1-c1ccc(F)cc1)C1CCS(=O)(=O)C1 (centres undefined)
-2	CCOc1ccc(NC(=O)CN(C)c2ccc(S(=O)(=O)N(C(C)C)C(C)C)cn2)cc1OCC
-12	O=C(CC1SC(=O)N(c2ccccc2)C1=O)Nc1ccccc1 (centres undefined)

# (cont.)
ARNT TACC3 PPI	SMILES
-1	CN(C)N1C(=O)CC(NNC(=O)c2ccncc2)C1=O (centres undefined)
0	CCOC(=O)c1sc2nc(SCC(=O)NCc3ccco3)n(Cc3ccccc3)c(=O)c2c1C
9	COc1ccc(CCC(=O)N2CCN(S(=O)(=O)c3ccc4ccccc4c3)CC2)cc1
-3	c1ccc2c(-c3nnc4n3CCCCC4)cc(-c3ccncc3)nc2c1
3	CC(C)NS(=O)(=O)c1ccc(NC(=O)Cc2cccs2)cc1
-2	C/C(=N\NC(=O)c1ccc(Cl)c(Cl)c1)c1ccc(Br)s1
2	O=C(CSc1oc(-c2cccs2)nc1S(=O)(=O)c1ccccc1)NC1CCCCC1
-3	O=C(Nc1ccc(Cl)cc1)OCc1cc(-c2ccccc2Cl)on1
5	COc1cc(OC)c(C(=O)COc2ncnc3ccccc23)c(OC)c1
-8	CCCCCCNC(=O)CCNC(=O)c1cc(OC)c(OC)c(OC)c1
-4	Cc1cc(C)n2nc(SCC(=O)N3CCc4ccccc43)nc2n1
-5	CC(C)OC(=O)c1cc(NC(=O)c2nn(C)cc2Br)cc(C(=O)OC(C)C)c1
-6	COc1ccc(CCNC(=O)CSc2nc3ccccc3o2)cc1
4	O=C(NNC(=S)Nc1ccccc1)c1ccncc1
-5	CC(=O)c1c(C)[nH]c(C(=O)OCC(=O)N2c3ccccc3NC(=O)C2(C)C)c1C

# Reformatted with each value named: 4 of the compounds above.
compound: O=C(CNC(=O)c1ccc(-c2ccccc2)cc1)OCc1c(Cl)cccc1Cl
  ARNT TACC3 PPI: -7

compound: Cc1ccc(N)c2c1OCCC2=O
  ARNT TACC3 PPI: 20

compound: Cc1cc(C)c(S(=O)(=O)/N=C2/C=C(SCC(=O)O)C(=O)c3ccccc32)cc1C
  ARNT TACC3 PPI: 74*

compound: Cc1ccc2[nH]c(C(=O)O)c(NC(=O)c3ccccc3[N+](=O)[O-])c2c1
  ARNT TACC3 PPI: -1

# The list continues.
ARNT TACC3 PPI	SMILES
3	CCOc1ccc(S(=O)(=O)Nc2ccccc2C(=O)N/N=C/c2c(OC)ccc3ccccc23)cc1
-6	Cc1ccccc1/C(N)=N/OC(=O)c1cccs1
-7	CO/N=C(/CNC(=O)c1ccc(F)cc1)c1ccc(Cl)cc1
-3	Cc1ccc2c(CC(=O)Nc3sccc3C(N)=O)coc2c1
-17	Cc1nc([N+](=O)[O-])cn1CC(=O)NCCCO
4	CCOc1ccccc1N1CCN(Cc2ccc(Br)s2)CC1
8	CCNC(=O)/C(=C\C=C\c1ccccc1)NC(=O)c1ccc(Br)o1
3	O=S(=O)(c1ccc2ccccc2c1)N1CCN=C1SCc1cccnc1
2	COc1cc(OC)cc(C(=O)Nc2nc3ccccc3[nH]2)c1
1	CCOc1ccc(CNC(=O)c2ccc(Sc3ccc(Cl)cc3)c(NC(C)=O)c2)cc1
-7	CCOc1cc(C(=O)N/N=C/C(Br)=C/c2ccccc2)cc(OCC)c1OCC
4	Cc1cc(OC(C)C)c2c(-c3ccccc3)cc(=O)oc2c1
-3	Cc1ccc2nc(-c3ccc(SCC(=O)Nc4ccc5c(c4)OCCO5)nc3)[nH]c2c1
1	O=C(CSc1nc2c(sc3ccccc32)c(=O)n1Cc1ccccc1)NCC1CCCO1 (centres undefined)
